Compound activity as filed in PubChem.
LmPK inhibitor – blocks Leishmania mexicana pyruvate kinase activity | Q27686 | purified LmPK, Kinase-Glo ATP luminescence, 1 h | Potency, µM (titrated, usually from 57.5 µM), for the others: at the highest dose activity change, negative = inhibition, usual class: inhibitors | actives 0.37% (n = 290,000); further: potency means the concentration at half of the fitted maximal effect
Target sequence (Q27686 whole entry, looked up): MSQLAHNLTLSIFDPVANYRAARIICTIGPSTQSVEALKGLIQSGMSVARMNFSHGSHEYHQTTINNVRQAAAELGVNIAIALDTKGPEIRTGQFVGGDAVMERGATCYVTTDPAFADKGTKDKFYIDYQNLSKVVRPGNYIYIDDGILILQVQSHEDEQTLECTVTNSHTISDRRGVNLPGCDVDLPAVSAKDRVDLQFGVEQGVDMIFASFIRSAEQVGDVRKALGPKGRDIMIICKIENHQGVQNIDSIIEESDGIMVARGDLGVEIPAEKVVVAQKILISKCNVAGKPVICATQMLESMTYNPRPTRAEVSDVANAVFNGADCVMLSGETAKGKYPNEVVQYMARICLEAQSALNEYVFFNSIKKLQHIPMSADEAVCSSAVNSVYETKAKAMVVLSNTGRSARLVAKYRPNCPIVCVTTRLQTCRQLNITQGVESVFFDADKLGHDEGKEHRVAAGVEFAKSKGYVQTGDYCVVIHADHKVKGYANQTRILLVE
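Kinase-Glo luminescence read after 1 h RT reaction of 0.1 nM LmPK with 0.5 mM PEP and 0.1 mM ADP. Activity scaled between uninhibited and enzyme-free controls.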
AmpC detergent – AmpC beta-lactamase inhibition with detergent present; AmpC hydrolysis of nitrocefin, absorbance 480 nm, 0.01% Triton; P00811; actives 0.041% (n = 370,000); AID 485294; Potency, µM (doses to about 114 µM), for inactives: top-dose activity change, negative = inhibition, actives largely listed as inhibitors;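 further: potency means the concentration at half of the fitted maximal effect; 0% = no-compound wells and -100% = no-enzyme wells; nearly all actives have a fitted effect of over 25% in size; some results filed as inactive show a strong effect at the top dose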
Target sequence (P00811 whole entry, looked up): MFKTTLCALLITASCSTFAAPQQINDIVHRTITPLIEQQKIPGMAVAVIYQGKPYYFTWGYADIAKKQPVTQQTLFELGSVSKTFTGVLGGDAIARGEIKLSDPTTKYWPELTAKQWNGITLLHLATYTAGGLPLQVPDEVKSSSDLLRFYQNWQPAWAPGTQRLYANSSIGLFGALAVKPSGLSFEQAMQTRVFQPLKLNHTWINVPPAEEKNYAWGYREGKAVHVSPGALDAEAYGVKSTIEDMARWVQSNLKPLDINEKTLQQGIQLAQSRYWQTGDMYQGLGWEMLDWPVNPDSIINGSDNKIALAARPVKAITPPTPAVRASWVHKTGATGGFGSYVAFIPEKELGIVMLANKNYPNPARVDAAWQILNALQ
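20 mM phosphate pH 7.0 + 0.01% (detergent screen) or 0.0001% Triton X-100; 5.3 nM AmpC reagent; cpd preinc 15 min RT; nitrocefin (800 uM stock) to start; A480 q20 s × 4 min; Activity was normalised to no-enzyme and no-compound control wells.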
AMA1 RON2 block – AMA1-RON2 (P. falciparum) interaction inhibition. AlphaScreen AMA1-biotinylated RON2 peptide binding. Potency, µM (doses to about 58.2 µM), for inactives: at the highest dose activity change, negative = inhibition, hits mostly inhibitors. actives 0.2% (n = 360,000);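 further: potency means the concentration at half of the fitted maximal effect; 0% = vehicle wells and -100% = peptide control; nearly all actives have a fitted effect of over 45% in size; some results filed as inactive show a strong effect at the top dose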
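AMA1 (3D7) with his tag at 25 nM final met compounds first, then biotinylated RON2 peptide at 25 nM; detection used donor plus acceptor beads, 10 µg/mL apiece, read by AlphaScreen after 30 min at room temperature.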
Tb PYK inh – blocks Trypanosoma brucei pyruvate kinase; Q57TT1; TbPYK enzyme, Kinase-Glo Plus ATP luminescence, 45 min; Potency, µM (doses to about 76.8 µM), for inactives: at the highest dose activity, negative = inhibition, most hits filed as inhibitors; actives 0.12% (n = 410,000); further: potency means the concentration at half of the fitted maximal effect; nearly all actives have a fitted effect of over 50% in size
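Assay buffer: 50 mM TEA pH 7.2, 100 mM KCl, 10 mM MgCl2, 0.05% BSA, 0.01% Tween-20. Pyruvate kinase from T. brucei plus substrate met compound, then ADP (130 uM final). Luminescence was read post 45 min RT.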
HCMV inh – human cytomegalovirus inhibition | HFF cells, HCMV-luciferase reporter, 72 h; active compounds read low | activity change, negative = inhibition, % at 57.5 µM | actives 4.5% (n = 410,000); in the data active means activity change below about -60%; inconclusive means no clear call, values can overlap the other calls; inactive means above about -39%
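After 16 h attachment at 37C, HFF cells received test compound and HCMV-luciferase (1 PFU/cell); reporter luminescence read 72 h later, data normalized against buffer-only and known inhibitor Salinomycin.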
AmpC inh no detg – AmpC beta-lactamase inhibition without detergent. AmpC nitrocefin hydrolysis, absorbance 480 nm, 0.0001% Triton. Potency, µM (titrated, usually from 57.1 µM), for inactives: top-dose activity change, negative = inhibition, most hits filed as inhibitors. actives 0.52% (n = 330,000). AID 485341;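 further: potency means the concentration at half of the fitted maximal effect; plate controls were no compound for no effect and no enzyme for full effect; nearly all actives have a fitted effect of over 20% in size; some results filed as inactive show a strong effect at the top dose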
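20 mM phosphate pH 7.0 + 0.01% (detergent screen) or 0.0001% Triton X-100; 5.3 nM AmpC reagent; cpd preinc 15 min RT; nitrocefin (800 uM stock) to start; A480 q20 s × 4 min; Activity was normalised to no-enzyme and no-compound control wells.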
HCV inhibitor – HCV inhibition | Potency, µM (series often up to 41.8 µM), for inactives: top-dose activity change, negative = inhibition, actives largely listed as inhibitors | AID 651820 | actives 3.4% (n = 340,000) | Huh7.5.1 HCVcc-Cre infection, luciferase reporter, 44 h; further: potency means the concentration at half of the fitted maximal effect
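Compounds are dispensed onto cells plated 4 h earlier at 1,000 per well, with HCVcc-Cre virus (about 0.5 moi) added next. Following 44 h of culture, luminescent signal is measured for 15 sec after 15 min with substrate at room temperature.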
Starred values were filed as active, the others as inactive; ? = inconclusive; nt = no result given; [ ] = another dose, or the depositor's remark. Unless noted, the call rests on the fitted dose curve; in most records, active means well fitted curve in the direction sought with a large enough effect; inconclusive means small, poorly fitted or top-dose-only effect, or another doubt; inactive means no such curve, though single readings can be large; an effect the other way counts as inactive or inconclusive. Unless noted, on the % scale 0 is the no-effect control and ±100 the full control effect.

SMILES	LmPK inhibitor	AmpC detergent	AMA1 RON2 block	Tb PYK inh	HCMV inh	AmpC inh no detg	HCV inhibitor
CC(=O)Nc1ccc2nc(-c3cccn3C)[nH]c2c1	-5.2%	-20.3%	-6.4%	4.8%	113.9	-22.9%	5.5%
CCCCOC(=O)c1ccc(Nc2nc3ccccc3c3nnc(C)n23)cc1	nt	?	nt	4.5%[15.4 µM]	0.0	nt	nt
CCOC(=O)C1=C(C)NC(=O)NC1c1ccccc1OCc1c(F)cccc1Cl (configuration not stated)	9.4%	4.6%	0.0%	13.3%	-17.0	-2.2%	?
S=C1NCCc2ccccc2C1c1ccccc1Cl (configuration not stated)	7.3%	-2.2%	16.5%	-2.9%	-5.7	-34.2%	6.2%
O=C(NCc1ccc(Cl)c(Cl)c1)c1ccc2c(c1)OCO2	-7.4%	-0.7%	5.8%	-11.3%	-12.8	194.8%	5.6%
CC(=O)Nc1ccc(S(=O)(=O)NCCC(=O)OCc2nnc(-c3ccccc3)o2)cc1	nt	-14.6%	-1.3%	-4.2%	18.9	-40.8%	2.7%
Cc1ccc(-n2c(SCC(=O)N3Cc4ccccc4CC3C(=O)O)nnc2-c2cccnc2)c(C)c1 (configuration not stated)	2.0%	-1.2%	-14.1%	?	-29.5	-11.4%	22.6%
CCC(C)C(NC(=O)C(C)NC(=O)CNC(=O)OC(C)(C)C)C(N)=O (configuration not stated)	1.1%	5.8%	16.1%	-4.1%	0.1	-12.5%	23.2%
Cc1cc(Cl)ccc1OCCCC(=O)NCc1cccs1	0.3%	-13.8%	-3.7%	-0.9%	-1.0	-26.9%	-24.8%
O=C(CCN1C(=O)c2ccccc2C1=O)NCc1ccco1	0.7%	?	?	1.8%	-3.2	-31.6%	11.3%
CNC(=S)N(CCO)Cc1cc2cc3c(cc2[nH]c1=O)OCCO3	-2.4%	13.8%	13.4%	-16.0%	-7.4	-16.2%	6.4%
CC(=O)c1ccc2c3c(cccc13)C(=O)N(CCc1ccccc1)C2=O	5.6%	-1.6%	-10.3%	2.0%	16.8	?	2.6%
COc1ccc(S(=O)(=O)N2CCC(C(=O)Nc3ccc(S(=O)(=O)N4CCCC4)cc3)CC2)cc1OC	nt	?	3.4%	0.9%	-18.4	78.5%[activator]	-21.7%[8.37 µM]
CCn1c(SCC(=O)NC(=O)Nc2ccc3c(c2)OCCO3)nnc1-c1cccs1	14.5%	-10.6%	-3.2%	6.2%	52.0	-16.9%	-5.1%
O=C(CSc1nnc2ncccn12)Nc1cccc2ccccc12	1.1%	-10.0%	-2.0%	4.9%	5.8	-12.9%	13.0%
CCCCc1nc2cc(C(=O)NCc3nccn3CC)ccc2o1	-1.7%	-4.4%	94.5%[activator]	7.3%	-18.9	7.8%	-19.6%
CN(C)CCNC(=O)c1cccc(-c2cnc3c(NC=O)cc(-c4cccc(C(F)(F)F)c4)cn23)c1	nt	nt	-1.0%	-5.3%	-61.3*	nt	nt
CCCCOc1ccc(/C=C/C(=O)Nc2ccc(C(N)=O)cc2)cc1	0.8%	-5.6%	3.7%	-8.0%	-25.8	-25.8%	8.0%
CCN(Cc1nc2ccccc2c(=O)[nH]1)C(=O)c1cccc(S(=O)(=O)N2CCc3ccccc32)c1	nt	-3.8%	38.6%[activator]	0.9%	-20.6	3.0%	?
O=C(O)c1ccccc1C(=O)c1ccc(Oc2ccccc2)cc1	4.6%	-11.8%	17.7%	-0.6%	2.3	-16.9%	35.5%[activator]

Structural class: those above containing an aryl thioether with sulfur outside any ring
SMILES	LmPK inhibitor	AmpC detergent	AMA1 RON2 block	Tb PYK inh	HCMV inh	AmpC inh no detg	HCV inhibitor
Cc1ccc(-n2c(SCC(=O)N3Cc4ccccc4CC3C(=O)O)nnc2-c2cccnc2)c(C)c1 (configuration not stated)	2.0%	-1.2%	-14.1%	?	-29.5	-11.4%	22.6%
CCn1c(SCC(=O)NC(=O)Nc2ccc3c(c2)OCCO3)nnc1-c1cccs1	14.5%	-10.6%	-3.2%	6.2%	52.0	-16.9%	-5.1%
O=C(CSc1nnc2ncccn12)Nc1cccc2ccccc12	1.1%	-10.0%	-2.0%	4.9%	5.8	-12.9%	13.0%

Continuation:
SMILES	LmPK inhibitor	AmpC detergent	AMA1 RON2 block	Tb PYK inh	HCMV inh	AmpC inh no detg	HCV inhibitor
Cc1nn(CC(=O)N2CCN(S(=O)(=O)c3ccccc3)CC2)c(C)c1[N+](=O)[O-]	nt	2.6%	18.1%	-6.7%	0.0	10.9%	-2.1%
COC(=O)C1=C(C)N(CC(C)C)C(=O)/C1=C\c1cccs1	7.6%	-8.6%	?	-4.5%	-31.8	28.2%	15.8µM*
c1ccc(C(c2ccccc2)N2CCN(c3ccc4ccccc4n3)CC2)cc1	-0.3%	?	-6.6%	3.6%	-38.1	-25.6%	20.9%
CCCC(=O)Nc1ccc(NC(=O)c2cccc(OC)c2)cn1	-12.4%	?	-4.5%	5.6%	19.1	-15.8%	-0.1%
COc1ccc(NC(=O)c2sc3nc(C)cc(C)c3c2N)c(OC)c1	nt	nt	4.3%	1.6%	?	nt	-9.0%
CC(=O)Nc1nc(C2COc3ccccc3O2)cs1 (configuration not stated)	-4.4%	0.9%	16.0%	0.0%	98.9	-11.9%	10.0%
COc1cc(C(=O)OCC(=O)N2CCCCCC2)c([N+](=O)[O-])cc1OC	nt	nt	-3.0%	-4.0%	14.9	-9.5%	-1.4%
COC(=O)c1ccc(S(=O)(=O)NC(C)(C)C)n1C	-0.3%	-8.8%	-8.0%	-0.1%	16.0	-11.5%	6.5%
O=S(=O)(c1ccc(F)cc1)N(Cc1nc(-c2ccc(Cl)cc2)no1)C1CCCCC1	nt	19.0%	nt	3.1%	-32.9	nt	nt
Cc1ccccc1[C@]1(C)ON(c2ccccc2C(F)(F)F)C1=O	nt	3.9%	nt	nt	nt	-13.0%	-7.1%
Cc1ccc(Cn2c(NS(=O)(=O)c3ccccc3)nc3ccccc32)cc1	0.4%	-12.3%	-13.7%	-1.5%	35.8	-25.8%	-9.1%
CCNC(=S)NNC(=O)CCc1nc2cc(Cl)ccc2n(Cc2ccccc2)c1=O	1.0%	-1.2%	49.6%[activator]	1.4%	-11.9	-11.7%	?
CCC(C)(C)n1nnnc1C(c1ccc2ncccc2c1)N1CCN(c2ccc(O)cc2)CC1 (configuration not stated)	?	5.3%	-22.3%	-22.2%	-4.5	17.1%	14.7%
Cc1nonc1C(=O)N/N=C/c1ccc(O)c(O)c1	12.6µM*	8.4%	1.1%	?	35.5	-13.0%	?
N#Cc1ncc(-c2ccc3c(c2)OCCOCCOCCOCCO3)nc1C#N	-1.9%	?	-1.4%	-2.0%	-72.7*	-15.6%	-9.2%
O=C(CSc1nnc(CNC(=O)c2ccccc2)o1)Nc1ccc2c(c1)OCCO2	-1.5%	3.8%	1.1%	0.4%	38.1	-16.7%	5.0%
S=c1[nH]cc(-c2ccccc2)n1-c1ccccc1Cl	?	-2.1%	30.9%[activator]	0.0%	-33.4	?	-4.0%
COc1ccc(S(=O)(=O)Cc2ccc(C(=O)N3CCc4ccccc4C3)o2)cc1	9.4%	-1.4%	9.8%	-13.9%	-26.2	39.8%	0.4%
COc1ccc(CCNC(=O)c2ccc(Cn3c(=O)c4cccn4c4cccnc43)cc2)cc1OC	nt	-2.3%	nt	-1.8%	5.3	nt	nt
COc1cccc(CN(C)CC(=O)Nc2cccc(S(N)(=O)=O)c2)c1OC	1.4%	-18.9%	23.5%	1.9%	?	-2.7%	-5.8%
COc1ccc(NC(=O)Cn2nc3c(cc2=O)CCCC3)cc1Cl	nt	-8.4%	nt	1.3%	-15.2	nt	nt
Cc1cccc(-n2ncc3c(N4CCCc5ccccc54)ncnc32)c1	0.0%	?	47.7%[activator]	0.9%	154.9	0.5%	?
CCOc1cc(/C=N/NC(=O)CSc2nnc(C)s2)ccc1OCc1ccccc1Cl	5.5%	-8.1%	9.7%	-0.2%	58.3	-13.6%	-19.5%
Cc1[nH]c2ccccc2c1SCC(=O)NC1CCCCC1	7.0%[11.5 µM]	-3.4%	9.3%	-2.0%	-64.3*	-18.9%	?
COc1ccc(S(=O)(=O)NCc2ccncc2)cc1NC(=O)c1ccccc1F	nt	-1.7%	6.3%	3.0%	-88.5*	24.8%	?
COC(=O)c1ccccc1NC(=O)CSc1nnc(CNS(=O)(=O)c2ccc(C)cc2)n1C	1.3%	-0.2%	-8.7%	-8.1%	-1.6	18.5%	?
CCN(CC)c1ccc(C=Nc2cccnc2Cl)c(O)c1	3.6%	4.5%	-9.3%	1.4%	58.6	-10.2%	-6.8%
COc1ccc(Cc2nnc(NC(=O)Cc3cccs3)s2)cc1OC	7.6%	-13.8%	9.5%	-11.6%	87.2	?	5.9%
CCN(C(=O)COC(=O)C(O)(c1ccccc1)c1ccccc1)c1c(N)n(Cc2ccccc2)c(=O)[nH]c1=O	nt	-18.2%	-9.2%	-2.4%	-7.4	56.1%	?
O=C(NC1CCCCC1)c1ccc(-c2cccc([N+](=O)[O-])c2)o1	4.4%	?	-2.0%	0.4%	-68.7*	-21.4%	?
COc1cc2nc3c4ccccc4n(CC#N)c3nc2cc1OC	2.8%	?	nt	nt	18.7	-18.9%	nt
CCSc1nnc(NC(=O)c2ccccc2C)s1	-3.1%	7.6%	8.7%	-0.4%	77.3	-27.5%	24.9%
CC(C)(C)c1ccc(C(=O)C2CCCN(C(=O)CN3CCCC3=O)C2)cc1 (configuration not stated)	3.4%	-2.1%	-1.1%	4.9%	0.1	117.1%[activator]	4.1%
CC(=O)Nc1cccc(-c2nnc(SCc3ccccc3C#N)n2C)c1	-5.2%	-3.8%	-1.2%	1.7%	19.3	-0.6%	1.9%
CCOc1ccc(NC(=O)N(C(C)C)C2CCN(C(C)=O)CC2)cc1	nt	7.6%	nt	-6.8%	-16.9	nt	nt
Cc1ccc(C2(C)NC(=O)N(CC(=O)NCCC3=CCCCC3)C2=O)cc1 (configuration not stated)	2.6%	2.9%	-15.0%	-0.8%	-11.1	13.9%	-27.2%
Cc1nc2ccc(NC(=O)c3cc([N+](=O)[O-])cc([N+](=O)[O-])c3Cl)cc2s1	0.5%	-12.5%	-3.0%	-8.6%	78.0	-27.2%	25.1µM*
O=c1cc(Nc2ccc3c(c2)OCCO3)[nH]c(=O)n1C1CCCCC1	4.1%	-3.1%	-0.5%	-26.9%	35.9	-27.2%	?
CCC(Sc1ccccn1)C(=O)Nc1nnc(C)s1 (configuration not stated)	-6.8%	5.4%	10.5%	2.3%	21.4	0.6%	-0.9%
